Insulin prom up: MIN6 insulin promoter up-regulation. MIN6 insulin promoter-GFP reporter, high-content imaging; hits give high values. z-score at 5 µM. 190,000 tested, 0.3% active. AID 1625;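 active = z-score above 3 at 5 µM with at least 500 cells counted in the well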
TNAP activation fold: human TNAP enzyme activators, primary screen, biochemical, luminescent, no phosphate acceptor, uHTS (AID 1001); activation fold at 20 µM, or EC50 in µM where a hit was titrated; 200,000 tested, 0.03% active; purified TNAP, luminescent activation assay, no phosphate acceptor; higher activation fold means a stronger effect; in the data active = activation fold from about 3, or a potency from the dose series; inactive = the rest, 99 in 100 with activation fold below about 1.6; note: many of its hits are not listed in these tables
Myeloid diff 2: compounds promoting myeloid differentiation | ER-HoxA9 myeloid progenitors, lysozyme-GFP differentiation, flow cytometry | calls only at 10 µM | 360,000 tested, 1% active | AID 624256;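 active = normalized GFP-positive differentiation at or above the plate's own cutoff, the solvent-only control mean plus 3 SD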;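 note: cells exposed to compound for four days before flow analysis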
bCat nuc transl: alters nuclear translocation of beta-catenin in HeLa cells; 190,000 tested, 0.3% active; immunofluorescence imaging; nuclear translocation activity, % at 5 µM; AID 1665;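 active = nuclear translocation activity above 50% at 5 µM, with a well cell count of 50 or more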;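 note: per-cell ratio of nuclear to cytoplasmic median beta-catenin stain intensity; plate controls were DMSO negative control for no effect and GSK-3 inhibitor IX positive control for full effect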
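Test system: human HeLa cell line; Doses: 5 µM primary, 0.02–20 µM confirmation; Incubation: 24 h compound exposure, 37°C; Detection: beta-catenin immunofluorescence imaging with DAPI; Read-out: beta-catenin nuclear/cytoplasmic ratio, % activation.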
human PMI inhibition: MPI enzyme activity inhibition – biochemical, fluorescence intensity, coupled assay, primary screen (AID 1209). inhibition, % at 20 µM, or IC50 in µM where a hit was titrated. 190,000 tested, 0.42% active. purified PMI enzyme, coupled fluorescence intensity; higher % means a stronger effect; in the data active = inhibition above about 50%;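 note: plate controls were DMSO vehicle for no effect and wells lacking substrate for full effect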
Dynein transport: dynein cargo transport inhibition; 3617.4 mouse cells, GR-EGFP nuclear translocation imaging; test concentration mostly 20 µM; stimulated with dexamethasone, 1 µM; hits give low values; z-score, hits read low; 220,000 tested, 0.47% active;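 active = plate z-score of nuclear minus cytoplasmic receptor signal below a set negative limit, without overly bright fluorescence or cell loss, cut at about -3.5 in these data, passing the limit was not always enough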;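 note: z-score of nuclear minus cytoplasmic ring GR-EGFP intensity difference per well; some compounds called inactive have numbers as strong as hits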
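Buffer or medium: tet-free medium with charcoal-stripped serum / Also added: dexamethasone agonist, 1.0 µM final, for 30 min / Timing: induction 48 h, compound 1 h, agonist 30 min / Measured by: high-content fluorescence imaging after fixation / Read-out: nuclear-to-cytoplasmic GR-EGFP distribution per well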
MT stabilizer: microtubule stabilizers in HeLa cells | HeLa tubulin immunostaining HCS, 24 h; share of cells brighter than vehicle mean+2SD | % tubulin-high responders, % at 10 µM | 200,000 tested, 0.83% active | AID 2205;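 active = plate Z-score above 3 for both tubulin-high and condensed-nucleus cell shares, with cell loss under 80%, at 10 µM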;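 note: anti alpha tubulin signal scored within the nucleus-defined area of each cell; some results filed as inactive read as strong as hits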
T cell HTS: T cell immune modulation candidate. 2C CD8+ T cell-vesicle binding, flow cytometry; hits give low values. calls only at 7 µM. 330,000 tested, 0.068% active;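 active = response, share of CD8 T cells binding vesicles, and their 90th percentile fluorescence all below set limits, cut at about 80% in these data, passing the limit was not always enough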
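Test system: purified 2C TCR transgenic mouse naive CD8+ T cells. Probe or stimulus: QL9-peptide-loaded Drosophila micro-vesicles bearing Ld, ICAM-1 and B7-1. Incubation: binding step 1.5 h, 37 °C, antibody labelling 20 min, ice. Measured by: flow cytometry of vesicle-bound cells.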
Lipid droplet: modulators of hepatic lipid droplet formation | AML12 mouse hepatocytes, oleate lipid droplets, BODIPY imaging | inhibition, % at 6.5 µM | 240,000 tested, 0.4% active;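 active = lipid droplet intensity inhibited by at least 50%, with more than 500 cells counted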
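Assay system: AML12 hepatocytes (mouse) / Also added: 100 µM oleic acid challenge / Times: overnight treatment with compound plus oleate / Detection: high-content imaging of BODIPY-stained droplets and DAPI nuclei / Evaluation: % inhibition of lipid droplet signal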
Dynein transport cytoplasmic EGFP: further read-out of Dynein transport, marked with its call; z-score; measured here: cytoplasmic GR-EGFP intensity; hits give high values
Dynein transport nuclear GR-EGFP: recorded beside Dynein transport, whose call it bears; z-score; measured here: nuclear GR-EGFP intensity;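 lower value marks the stronger effect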
Dynein transport cell count: also measured in Dynein transport; calls as there; z-score; measured here: cell count per field
Insulin prom up cell count: further read-out of Insulin prom up, marked with its call; cell count; measured here: cytotoxicity, nuclei count;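 total cells summed across four imaged fields per well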
Lipid droplet cells 6.5 µM: second read-out of Lipid droplet, no call of its own (marks repeat the call); cell count; measured here: cell count, cytotoxicity flag;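 cells counted across two imaged fields per well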
bCat nuc transl cell count 5 µM: further read-out of bCat nuc transl, marked with its call; cell count; measured here: cell count, cytotoxicity flag
T cell HTS vesicle-bound %: further read-out of T cell HTS, marked with its call; double positive events, %; measured here: CD8+ vesicle-bound cell fraction;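 binding gate set so that unloaded-vesicle control wells show 10% double positive cells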
MT stabilizer Hoechst-high %: also measured in MT stabilizer; calls as there; % Hoechst-high responders; measured here: nuclear condensation Hoechst responders;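 share of cells brighter than vehicle mean plus two SD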
MT stabilizer cytotoxicity %: second read-out of MT stabilizer, no call of its own (marks repeat the call); toxicity, %; measured here: cytotoxicity by cell density;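 0% = mean cell density of plate MIN control wells and 100% = no cells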
Myeloid diff 2 GFP+ MAC1+ %: also measured in Myeloid diff 2; calls as there; GFP+ MAC1+ double positive, %; measured here: differentiation confirmed by MAC1 staining
Numbers without * were called inactive.

What do the screens show for `Cc1cnc(-c2nnc(N(C)C(=O)C3CCOC3)s2)cn1` (stereo not drawn)?
Insulin prom up: 0.05; TNAP activation fold: 1; Myeloid diff 2: inactive; bCat nuc transl: -0.2; human PMI inhibition: -4%; Dynein transport: -1.2; MT stabilizer: 2.7; T cell HTS: inactive; Lipid droplet: 12; Dynein transport cytoplasmic EGFP: -0.16; Dynein transport nuclear GR-EGFP: -0.7; Dynein transport cell count: 0.31; Insulin prom up cell count: 1234; Lipid droplet cells 6.5 µM: 767; bCat nuc transl cell count 5 µM: 904; T cell HTS vesicle-bound %: 35; MT stabilizer Hoechst-high %: 1.7; MT stabilizer cytotoxicity %: 5.0; Myeloid diff 2 GFP+ MAC1+ %: 0.3

How did CC(C)C(C)NC(=O)COc1ccc(-c2ccccc2)cc1 (stereo not drawn) do in these assays?
Insulin prom up: -0.6; TNAP activation fold: 1.1; Myeloid diff 2: inactive; bCat nuc transl: -0.8; human PMI inhibition: -7%; Dynein transport: -0.72; MT stabilizer: 1.7; T cell HTS: inactive; Lipid droplet: -14; Dynein transport cytoplasmic EGFP: 0.072; Dynein transport nuclear GR-EGFP: -0.061; Dynein transport cell count: -0.12; Insulin prom up cell count: 959; Lipid droplet cells 6.5 µM: 748; bCat nuc transl cell count 5 µM: 1220; T cell HTS vesicle-bound %: 19; MT stabilizer Hoechst-high %: 1.4; MT stabilizer cytotoxicity %: 8.3; Myeloid diff 2 GFP+ MAC1+ %: 1.6

What do the screens show for `CCCOc1ccc(C(=O)NCC(c2ccco2)N(C)C)cc1` (stereo not drawn)?
Insulin prom up: 2.6; TNAP activation fold: 0.9; Myeloid diff 2: inactive; bCat nuc transl: -1.6; human PMI inhibition: 11%; Dynein transport: -0.16; MT stabilizer: 3.4; T cell HTS: inactive; Lipid droplet: -15; Dynein transport cytoplasmic EGFP: -0.27; Dynein transport nuclear GR-EGFP: 0.16; Dynein transport cell count: 0.31; Insulin prom up cell count: 1395; Lipid droplet cells 6.5 µM: 694; bCat nuc transl cell count 5 µM: 1052; T cell HTS vesicle-bound %: 46; MT stabilizer Hoechst-high %: 3.5; MT stabilizer cytotoxicity %: 12; Myeloid diff 2 GFP+ MAC1+ %: 0.2

Results for CCN1CCN(c2ccc(NC(=O)c3cnccn3)cc2)CC1 ?
Insulin prom up: -0.38; TNAP activation fold: 1.1; bCat nuc transl: -2.6; human PMI inhibition: 2%; Dynein transport: -1.4; MT stabilizer: 3.5; T cell HTS: inactive; Lipid droplet: 2; Dynein transport cytoplasmic EGFP: -0.29; Dynein transport nuclear GR-EGFP: -1; Dynein transport cell count: 7.1; Insulin prom up cell count: 1434; Lipid droplet cells 6.5 µM: 642; bCat nuc transl cell count 5 µM: 1086; T cell HTS vesicle-bound %: 18; MT stabilizer Hoechst-high %: 2.2; MT stabilizer cytotoxicity %: 6.0

Results for Cn1c(-c2ccc3c(c2)OCO3)cnc1NCc1ccccc1 ?
Insulin prom up: -0.59; TNAP activation fold: 1.1; Myeloid diff 2: inactive; bCat nuc transl: 4.4; human PMI inhibition: 19%; Dynein transport: 2; MT stabilizer: 20*; T cell HTS: inactive; Dynein transport cytoplasmic EGFP: -0.19; Dynein transport nuclear GR-EGFP: 0.39; Dynein transport cell count: -0.75; Insulin prom up cell count: 1554; bCat nuc transl cell count 5 µM: 1315; T cell HTS vesicle-bound %: 31; MT stabilizer Hoechst-high %: 35*; MT stabilizer cytotoxicity %: 24*; Myeloid diff 2 GFP+ MAC1+ %: 0.6

What do the screens show for `Fc1ccc2nc(Nc3nc4cc5c(cc4s3)OCO5)sc2c1`?
TNAP activation fold: 2.3; Myeloid diff 2: inactive; bCat nuc transl: 1.8; human PMI inhibition: 12%; Dynein transport: 0.94; MT stabilizer: 4.7; T cell HTS: inactive; Lipid droplet: 12; Dynein transport cytoplasmic EGFP: -0.24; Dynein transport nuclear GR-EGFP: 0.43; Dynein transport cell count: -1.2; Lipid droplet cells 6.5 µM: 626; bCat nuc transl cell count 5 µM: 900; T cell HTS vesicle-bound %: 46; MT stabilizer Hoechst-high %: 4.0; MT stabilizer cytotoxicity %: 4.2; Myeloid diff 2 GFP+ MAC1+ %: 0.5

What do the screens show for `Cc1cc(C)nc(NC2=NCC(=O)N2c2ccc(F)c(Cl)c2)n1`?
Insulin prom up: 0.09; TNAP activation fold: 1; Myeloid diff 2: inactive; bCat nuc transl: 0.1; human PMI inhibition: -3%; Dynein transport: -0.18; MT stabilizer: 1.7; T cell HTS: inactive; Lipid droplet: 1; Dynein transport cytoplasmic EGFP: -0.29; Dynein transport nuclear GR-EGFP: 0.19; Dynein transport cell count: 0.23; Insulin prom up cell count: 1313; Lipid droplet cells 6.5 µM: 748; bCat nuc transl cell count 5 µM: 1054; T cell HTS vesicle-bound %: 35; MT stabilizer Hoechst-high %: 0.6; MT stabilizer cytotoxicity %: 32; Myeloid diff 2 GFP+ MAC1+ %: 1.0

How did NS(=O)(=O)c1ccc(NCc2cc(Cl)ccc2OCc2ccc(F)cc2)cc1 do in these assays?
Insulin prom up: -0.12; TNAP activation fold: 1.2; Myeloid diff 2: inactive; human PMI inhibition: 15%; Dynein transport: 0.27; MT stabilizer: 2.3; T cell HTS: inactive; Lipid droplet: -11; Dynein transport cytoplasmic EGFP: -0.23; Dynein transport nuclear GR-EGFP: 0.26; Dynein transport cell count: -0.037; Insulin prom up cell count: 1276; Lipid droplet cells 6.5 µM: 711; T cell HTS vesicle-bound %: 63; MT stabilizer Hoechst-high %: 1.5; MT stabilizer cytotoxicity %: 3.4; Myeloid diff 2 GFP+ MAC1+ %: 1.8

Results for Cc1cc(/C=C2/C(=N)N3C(=NC2=O)SN=C3S(C)(=O)=O)c(C)n1-c1ccccc1F ?
Insulin prom up: -0.19; TNAP activation fold: 1; Myeloid diff 2: inactive; bCat nuc transl: -1.4; human PMI inhibition: -58%; Dynein transport: 2.3; MT stabilizer: 1.9; T cell HTS: inactive; Lipid droplet: -7; Dynein transport cytoplasmic EGFP: -0.15; Dynein transport nuclear GR-EGFP: 1; Dynein transport cell count: -1.6; Insulin prom up cell count: 1066; Lipid droplet cells 6.5 µM: 708; bCat nuc transl cell count 5 µM: 1062; T cell HTS vesicle-bound %: 51; MT stabilizer Hoechst-high %: 2.1; MT stabilizer cytotoxicity %: 7.8; Myeloid diff 2 GFP+ MAC1+ %: 0.7

What do the screens show for `O=[N+]([O-])c1ccc(SCCO)nc1SCCO`?
Insulin prom up: -0.94; Myeloid diff 2: inactive; bCat nuc transl: -3.1; Dynein transport: -0.011; T cell HTS: inactive; Lipid droplet: -7; Dynein transport cytoplasmic EGFP: -0.19; Dynein transport nuclear GR-EGFP: -0.026; Dynein transport cell count: 0.59; Insulin prom up cell count: 1370; Lipid droplet cells 6.5 µM: 647; bCat nuc transl cell count 5 µM: 1128; T cell HTS vesicle-bound %: 41; Myeloid diff 2 GFP+ MAC1+ %: 0.3

Results for Cc1ccc(S(=O)(=O)N2CC=C(C(=O)NCCC(C)C)CC2)cc1 ?
Insulin prom up: -0.67; Myeloid diff 2: inactive; bCat nuc transl: -0.1; Dynein transport: 0.43; T cell HTS: inactive; Lipid droplet: 6; Dynein transport cytoplasmic EGFP: -0.2; Dynein transport nuclear GR-EGFP: 0.8; Dynein transport cell count: -0.56; Insulin prom up cell count: 1071; Lipid droplet cells 6.5 µM: 677; bCat nuc transl cell count 5 µM: 1354; T cell HTS vesicle-bound %: 52; Myeloid diff 2 GFP+ MAC1+ %: 0.9

What do the screens show for `COc1ccccc1-c1nc(SCC(=O)O)n[nH]1`?
Insulin prom up: -0.28; TNAP activation fold: 0.7; Myeloid diff 2: inactive; bCat nuc transl: 1.9; human PMI inhibition: 7%; Dynein transport: -0.12; MT stabilizer: 2.5; T cell HTS: inactive; Lipid droplet: -8; Dynein transport cytoplasmic EGFP: -0.24; Dynein transport nuclear GR-EGFP: 0.073; Dynein transport cell count: 0.51; Insulin prom up cell count: 1061; Lipid droplet cells 6.5 µM: 658; bCat nuc transl cell count 5 µM: 874; T cell HTS vesicle-bound %: 8; MT stabilizer Hoechst-high %: 3.1; MT stabilizer cytotoxicity %: 18; Myeloid diff 2 GFP+ MAC1+ %: 1.9

What do the screens show for `CCN(CC)C(=O)C1=C(C)Nc2ncnn2C1c1cccnc1` (stereo not drawn)?
Insulin prom up: -0.28; TNAP activation fold: 1.1; Myeloid diff 2: inactive; bCat nuc transl: 0.8; human PMI inhibition: -1%; Dynein transport: -0.45; MT stabilizer: 1.8; T cell HTS: inactive; Lipid droplet: 18; Dynein transport cytoplasmic EGFP: -0.33; Dynein transport nuclear GR-EGFP: 0.19; Dynein transport cell count: 1; Insulin prom up cell count: 1444; Lipid droplet cells 6.5 µM: 737; bCat nuc transl cell count 5 µM: 1493; T cell HTS vesicle-bound %: 61; MT stabilizer Hoechst-high %: 1.9; MT stabilizer cytotoxicity %: 4.2; Myeloid diff 2 GFP+ MAC1+ %: 0.1
